# Screening results from PubChem.
# CHX counter: counter-screen for Shiga toxin inhibitors: cycloheximide protein synthesis inhibition. cell reporter, cycloheximide protein synthesis inhibition counterscreen. max response, %. actives 12% (n = 300,000); in the data active means max response mostly above about 13%, no sharp cut-off; inactive means mostly below about 14%; further: read at 38.3 µM for the half of the compounds with a filed dose; 0% is about no effect
# Shiga toxin inh: inhibitors of Shiga toxin in Vero cells. inhibition, % at 38.7 µM. Vero cells, Shiga toxin protein synthesis inhibition reporter. actives 9.2% (n = 290,000); in the data active means inhibition mostly above about 28%, no sharp cut-off; inactive means mostly below about 43%; further: 0% is about no effect
# LmPK inhibitor: inhibitors of Leishmania mexicana pyruvate kinase; Q27686; purified LmPK, Kinase-Glo ATP luminescence, 1 h; Potency, µM (series often up to 57.5 µM), for inactives: at the highest dose activity change, negative = inhibition, hits mostly inhibitors; actives 0.37% (n = 290,000); further: potency means the concentration at half of the fitted maximal effect; on the % scale 0 is the no-effect control and ±100 the full control effect
# Target sequence (Q27686 whole entry, looked up): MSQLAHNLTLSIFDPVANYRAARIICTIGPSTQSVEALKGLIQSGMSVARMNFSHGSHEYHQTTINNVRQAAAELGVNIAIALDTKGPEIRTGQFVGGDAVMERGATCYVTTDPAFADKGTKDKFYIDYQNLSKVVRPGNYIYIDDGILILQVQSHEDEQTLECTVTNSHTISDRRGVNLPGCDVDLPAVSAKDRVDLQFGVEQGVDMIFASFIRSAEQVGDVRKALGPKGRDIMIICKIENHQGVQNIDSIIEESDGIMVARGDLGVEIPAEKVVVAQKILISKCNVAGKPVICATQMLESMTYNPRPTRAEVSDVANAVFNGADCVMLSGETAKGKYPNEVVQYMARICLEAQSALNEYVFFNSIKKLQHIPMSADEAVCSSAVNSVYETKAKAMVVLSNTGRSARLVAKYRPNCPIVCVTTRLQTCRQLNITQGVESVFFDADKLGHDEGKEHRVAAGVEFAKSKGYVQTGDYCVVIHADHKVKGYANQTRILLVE
#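 Purified LmPK (0.1 nM) with 0.5 mM PEP and 0.1 mM ADP in imidazole buffer pH 7.2 with MgCl2/KCl, 1 h at room temperature. ATP formed was read by luciferase luminescence and normalized to no-enzyme and uninhibited controls.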
# TbPYK inhibitor: inhibitors of Trypanosoma brucei pyruvate kinase; Potency, µM (titrated, usually from 76.8 µM), for inactives: at the highest dose activity, negative = inhibition, hits mostly inhibitors; TbPYK enzyme, Kinase-Glo Plus ATP luminescence, 45 min; actives 0.12% (n = 410,000); further: potency means the concentration at half of the fitted maximal effect; on the % scale 0 is the no-effect control and ±100 the full control effect; nearly all actives have a fitted effect of over 50% in size
#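 In this concentration-response screen, enzyme-free wells defined baseline while DMSO plates tracked drift. Each reaction combined TbPYK, substrate, compound and 130 uM ADP for 45 min at room temperature. Kinase-Glo Plus luminescence gave the signal.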
# Pf growth 48h: P. falciparum growth inhibition at 48 hours (one generation); P. falciparum luciferase growth in erythrocytes, 48 h; Potency, µM (series often up to 28.7 µM), inactives show at the highest dose activity change, negative = inhibition, hits mostly inhibitors; actives 5.9% (n = 310,000); AID 504832; further: potency means the concentration at half of the fitted maximal effect; on the % scale 0 is the no-effect control and ±100 the full control effect
#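 Cell-based growth assay: transgenic P. falciparum expressing firefly luciferase, cultured in red cells within RPMI 1640 containing 0.5% w/v Albumax, 24 mM bicarbonate and gentamycin. A drop in luciferase activity indicates inhibition.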
# AMA1 RON2 block: disrupts binding of P. falciparum AMA1 to RON2; actives 0.2% (n = 360,000); Potency, µM (highest dose often 58.2 µM), inactives show at the top dose activity change, negative = inhibition, hits mostly inhibitors; AlphaScreen AMA1-biotinylated RON2 peptide binding;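 further: potency means the concentration at half of the fitted maximal effect; 0% = vehicle wells and -100% = peptide control; nearly all actives have a fitted effect of over 45% in size; some results filed as inactive show a strong effect at the top dose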
#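 AMA1 (3D7) with his tag at 25 nM final met compounds first, then biotinylated RON2 peptide at 25 nM; detection used donor plus acceptor beads, 10 µg/mL apiece, read by AlphaScreen after 30 min at room temperature.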
# Pf growth 96h: P. falciparum growth inhibition at 96 hours. P. falciparum luciferase reporter growth, 96 h. Potency, µM (series often up to 28.7 µM), inactives show at the highest dose activity change, negative = inhibition, usual class: inhibitors. actives 6.9% (n = 320,000). AID 504834; further: potency means the concentration at half of the fitted maximal effect; on the % scale 0 is the no-effect control and ±100 the full control effect
#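 P. falciparum expressing integrated firefly luciferase, in erythrocytes at 2% hematocrit, 0.05% parasitemia, incubated with compounds 96 h at 37 C, 5% CO2. Growth inhibition read as loss of luminescence; two-generation exposure targets delayed-death apicoplast inhibitors.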
# The depositor's hits bear a star; ? = inconclusive; nt = no result given; & = joins results of further samples; [ ] = dose if it differs, or a comment. Unless noted, the call rests on the fitted dose curve; in most records, active means well fitted curve in the direction sought with a large enough effect; inconclusive means small, poorly fitted or top-dose-only effect, or another doubt; inactive means no such curve, though single readings can be large; an effect the other way counts as inactive or inconclusive.
# Sample of the layout, four compounds:
# Value order – CHX counter	Shiga toxin inh	LmPK inhibitor	TbPYK inhibitor	Pf growth 48h	AMA1 RON2 block	Pf growth 96h
> Cc1cc(C(=O)Nc2sc3c(c2C#N)CCC(C)C3)cs1 (configuration not stated)
  38*	126*	-11%	-5%	158%[activator]	5%	?
> C/C(=N\NS(=O)(=O)c1cccc([N+](=O)[O-])c1)c1cccnc1
  1	26	-1%	0%	-2%	22%	100%[5.75 µM]
> O=c1nc2n(c3ncccc13)CCC2
  -5	-16	12%	5%	nt	-1%	?
> N#C/C(C(=O)N1CCOCC1)=c1\s/c(=C/c2ccncc2)c(=O)n1-c1ccccc1
  -2	-9	2%	nt	16%	nt	-23%

# Main list, from the first entry:
# Value order – CHX counter	Shiga toxin inh	LmPK inhibitor	TbPYK inhibitor	Pf growth 48h	AMA1 RON2 block	Pf growth 96h
> Cc1cc(C(=O)Nc2sc3c(c2C#N)CCC(C)C3)cs1 (configuration not stated)
  38*	126*	-11%	-5%	158%[activator]	5%	?
> C/C(=N\NS(=O)(=O)c1cccc([N+](=O)[O-])c1)c1cccnc1
  1	26	-1%	0%	-2%	22%	100%[5.75 µM]
> O=c1nc2n(c3ncccc13)CCC2
  -5	-16	12%	5%	nt	-1%	?
> N#C/C(C(=O)N1CCOCC1)=c1\s/c(=C/c2ccncc2)c(=O)n1-c1ccccc1
  -2	-9	2%	nt	16%	nt	-23%
> CCOC(=O)c1sc2nc3c(cc2c1N)COC(C(C)C)C3 (configuration not stated)
  57*	157*	3%	-1%	158%[activator]	19%	142%[activator]
> COc1ccccc1CC(NC(C)=O)C(=O)NC1CCN(C(=O)Nc2ccccc2Cl)CC1 (configuration not stated)
  2	-3	-1%	-1%	-3%	-4%	4%
> O=S(=O)(NCc1ccc(Cl)cc1)c1cnc[nH]1
  1	2	2%	0%	-4%	-2%	nt
> CCN(CC(=O)NC(C)(C)C)C(=O)CN1c2cccc3cccc(c23)S1(=O)=O
  1	10	0%	-3%	9%	0%	2%
> O=C(CCN1C(=O)S/C(=C/c2ccc(F)cc2)C1=O)Nc1ccc(O)c(C(=O)O)c1
  2	33	-1%	7%	30%	5%	?
> Cc1ccc(NC(=O)Cn2nnc(-c3ccccc3NC(=O)c3cccs3)n2)cc1
  13	-4	-4%	-14%	13µM*	26%	nt
> COc1ccc(N2CCN(CCNC(=O)C3CC(=O)N(C4CCCC4)C3)CC2)cc1 (configuration not stated)
  -3	-24	-1%	0%	17%	0%	1.9µM*
> COc1ccccc1CNS(=O)(=O)c1ccc2c(c1)N(C(C)=O)CCO2
  -5	13	2%	0%	-11%	16%	29%
> CCOC(=O)Cn1cc(/C=C(/C#N)C(=O)NC(C)C)c2ccccc21
  3	6	-3%	-1%	14%	6%	21%
> CCOc1cccc(N)c1
  nt	nt	nt	-4%	?	-1%	?
> CCOC(=O)c1c(C)nc2sc(C(=O)Nc3ccccc3)c(N)c2c1-c1ccc(OC)cc1
  -4	18	2%	4%	?	51%[activator]	10%[5.75 µM]
> CCOC(=O)C(NCCOC)(NC(C)=O)C(F)(F)F (configuration not stated)
  -2	21	0%	-2%	1%	-18%	27%
> N#CNC1=NCN(CCc2ccccc2)CN1
  -3	-10	3%	-7%	3%	4%	34%[activator]
> O=C(O)C(Cl)Cl
  -13	2	nt	-4%&0%	-11%	nt	-25%
> O=C1CN(C(=O)c2cc3ccccc3oc2=O)C(c2ccccc2)c2cc(F)ccc2N1 (configuration not stated)
  -2	-5	2%	-2%	4%	5%	3%
> Cc1ccc(C)c(NC(=O)C(CC(=O)O)C2CCCO2)c1 (configuration not stated)
  -4	nt	-4%	-1%	5%	-1%	?
> Cc1nc(N2CCN(Cc3ccccc3)CC2)nc2c1C(=O)CC(c1ccco1)C2 (configuration not stated)
  -2	-21	-15%	-4%	?	-13%	nt
> COc1ccc(N2CC(C(=O)Nc3ccc(S(=O)(=O)Nc4nc(C)cc(C)n4)cc3)CC2=O)cc1 (configuration not stated)
  6	-13	-6%	7%	-6%	5%	-7%
> COc1ccc(OCCSc2nnc(CCNC(=O)c3ccc(Cl)c(Cl)c3)n2C)cc1
  -2	2	0%	-1%	?	1%	-23%
> COc1cccc(CN(C)C(=O)c2cc(COc3ccc(-n4cncn4)cc3)on2)c1
  -3	-4	-4%	0%	?	-2%	-18%
> COCCNC(=O)c1cc2c(=O)n3cccc(C)c3nc2n1C
  1	-6	-1%	-8%	18%	-4%	28%
> COc1ccc(C(=O)NCC(=O)NCc2cc(=O)n(C)c(=O)n2C)cc1
  2	-7	0%	2%	50%[activator]	17%	68%[activator]
> CC(C)(C)NC(=O)C(c1ccc(O)cc1)N(Cc1ccco1)C(=O)CCC(=O)Nc1ccccn1 (configuration not stated)
  -6	-4	7%	-19%	-6%	-3%	-30%
> COc1ccc(C(=O)N/C(=C/c2cccs2)c2nc3ccccc3[nH]2)cc1OC
  11	-3	-2%	-1%	-19%	-1%	4.7µM*
> CCOc1ccccc1N(CC(=O)Nc1ccc(S(=O)(=O)N2CCOCC2)cc1)S(=O)(=O)c1ccccc1
  -1	53	0%	-17%	?	12%	?
> Cc1cc(C(=O)N2CCN(c3ccc(F)cc3)CC2)on1
  -3	3	0%	5%	9%	-6%	7%
> N/C(=N\OC(=O)c1ccc2c(c1)OCO2)c1ccc(Br)cc1
  33*	73*	-6%	10%	42%[activator]	0%	1%
> Cc1ccc(CNS(=O)(=O)c2ccc3c(c2)NC(=O)CO3)cc1
  -3	-5	-8%	?	21%	-3%	52%[activator]
> CC1CC(C)CN(S(=O)(=O)c2ccc3c(c2)C(C)(C)C(=O)N3C)C1 (configuration not stated)
  -5	-12	1%	2%	?	1%	4%
> Cc1ccc2cc(CN(CC3CCCO3)C(=S)Nc3ccccc3)c(=O)[nH]c2c1C (configuration not stated)
  -2	-4	4%	-4%	10µM*	2%	-5%
> Cc1ccc(C)c(Nc2ccc(C(=O)NCCc3ccccc3)cn2)c1
  22*	14	1%	-3%	?	2%[2.32 µM]	55%[activator]
> O=c1[nH]c2ccc(S(=O)(=O)Nc3ccc(Br)cc3)cc2[nH]1
  1	2	1%	1%	38%[activator]	2%	20%
> O=c1c(/C=N/OCc2ccc(Cl)cc2Cl)c[nH]n1-c1cccc(Cl)n1
  13	50	0%	1%	27%	112%[activator]	-23%
> Cc1cc(C(=O)NCCCN2CCCC2=O)no1
  -3	-7	4%	6%	7%	-2%	27%
> Cc1ccc(C)c(N2CCN(C(=O)C(Cc3ccccc3)n3cccc3)CC2)c1 (configuration not stated)
  -7	-14	2%	4%	nt	-28%	?
> CCOc1cc(C2CC(=O)c3c(ccc4ccccc34)N2)ccc1O (configuration not stated)
  -2	-17	4%	-2%	1%	-4%	1µM*
> COC1CCCCC1Nc1ccc(C)c(C)c1 (configuration not stated)
  -3	10	4%	10%	-6%	?	2.1µM*
> CN(C)CCN(C(=O)c1ccc2ccccc2c1)c1nc2ccc(F)cc2s1
  18*	57	7%	-12%	38%[activator]	-2%	30%[activator]
> Cc1cccc(C(P(=O)(c2ccccc2)c2ccccc2)P(=O)(c2ccccc2)c2ccccc2)n1
  1	-11	0%	-13%	-21%	-7%	0%
> O=C(Nc1ccc(Oc2ccccc2)cc1)c1ccco1
  37*	169*	-2%	1%	-9%	29%	19%
> O=C(Nc1cccc(NC(=O)c2ccc(Br)o2)n1)c1ccc(Br)o1
  12	6	-4%	-25%	3%	?	54%[activator]
> Fc1cccc(C2NCc3ccccc3-n3cccc32)c1 (configuration not stated)
  -4	-14	4%	5%	3%	-26%	49%[activator]
> CCC1CCCCN1Cc1nc2c(c(=O)n(C)c(=O)n2C)n1CCC(C)C (configuration not stated)
  -4	-2	5%	-10%	?	-4%	-12%
> O=C(CN1CCOCC1)N/N=C/C(Br)=C\c1ccccc1
  12	17	-5%	-6%	30%	-2%	48%
> Clc1nc(NCc2ccco2)nc(N2CCCCC2)n1
  7	-10	6%	-1%	13%	0%	2%
> O=C(NCCc1ccc(Cl)cc1)/C(=C/c1cccnc1)NC(=O)c1ccccc1
  -2	16	-3%	1%	-3%	-6%	?

# (more compounds)
# Value order – CHX counter	Shiga toxin inh	LmPK inhibitor	TbPYK inhibitor	Pf growth 48h	AMA1 RON2 block	Pf growth 96h
> C/C(=N\NC(=O)CSCc1ccc([N+](=O)[O-])cc1)c1ccccc1
  6	14	2%	-8%	16%	55%[activator]	42%[activator]
> CCC(C(=O)N1CCC(C(N)=O)CC1)n1nc(C)n2c(cc3occc32)c1=O (configuration not stated)
  -2	-6	2%	0%	2%	-7%	31%
> COC(=O)c1ccc(OCC(=O)Nc2ccccc2C(=O)NC2CC2)cc1
  nt	nt	nt	-7%	?	27%	?
> Cc1[nH]n(-c2cccc(Cl)c2)c(=O)c1C=NCC(C)C
  43*	96*	-3%	1%	250%[activator]	20%	184%[activator]
> COc1ccc(CN2CCNC(=O)C2CC(=O)N(C)Cc2nccs2)c(OC)c1 (configuration not stated)
  -3	3	3%	-4%	9%	23%	?
> CC(=O)c1c(C)nn(CC(O)COc2ccc3ccccc3c2)c1C (configuration not stated)
  0	-10	0%	2%	15%	2%	2%
> COc1ccc(NC(=O)CC2CCCC2)cc1S(=O)(=O)N1CCCCC1
  -1	-5	-1%	7%	-7%	-11%[11.6 µM]	?
> O=C(CSc1nnc(-c2cnccn2)n1Cc1ccco1)Nc1ccc(Br)cc1
  -3	-9	0%	-5%	?	-1%	nt
> COCCn1c(=O)[nH]c2cc(C(=O)Nc3cc(OC)c(OC)c(OC)c3)ccc2c1=O
  -11	15	-2%	-2%	?	-1%	5.2µM*
> Cc1cccc(N2CCN(C(=O)C3CCN(S(=O)(=O)c4cccc5cccnc45)CC3)CC2C)c1 (configuration not stated)
  -2	-4	2%	-8%	nt	-7%	-14%
> CCCCn1c(/N=C/c2ccc(N(C)C)cc2)nc2ccccc21
  6	-2	-2%	1%	-15%	0%	?
> CN(C(=O)c1ccccc1Cl)c1ccccc1C(=O)NCc1ccccc1
  -1	-10	-2%	2%	0%	-5%	13%
> Cc1ccccc1NCc1ccccc1O
  4	-10	2%	-5%	?	-4%	-8%
> Cc1ccc(/C=N/n2c(C)nnc2C)cc1
  -2	-10	-2%	-2%	9%	-11%	-22%
> CCOC(=O)CC(/C(C)=N\O)c1ccccc1 (configuration not stated)
  -7	-17	2%	9%	3%	1%	-3%
> Cc1cc(C)nc(-n2nc(C)c(C3(O)C(=O)Nc4ccc(F)cc43)c2N)n1 (configuration not stated)
  -2	3	7%	-6%	21%	6%	nt
> Cc1cccc(NS(=O)(=O)c2ccc(NC(=O)N3CCCCC3)cc2)c1
  -2	6	3%	-8%	-17%	7%	-18%
> CC(NC(=O)C1CCN(c2nnc(-n3cccc3)s2)CC1)C12CC3CC(CC(C3)C1)C2 (configuration not stated)
  -1	-5	-3%	-6%	-12%	4%	2%
> O=c1c2ccccc2[nH]c(=S)n1Cc1ccc2c(c1)OCO2
  -4	-3	1%	-5%	49%[activator]	35%[activator]	-12%
